Mcl-1 Bim block: disrupts Bim peptide binding to human Mcl-1; 190,000 compounds, 0.1% hits; inhibition, % at 10 µM; Q07820; AID 1009; Bead-based flow cytometry, Bim peptide-Mcl-1 binding; in the data active means inhibition above about 40%;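 further: 0% = no compound tracer wells and 100% = peptide blocker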
ABCB1 block: human ABCB1 inhibition, ABCG2 as counter-screen; P08183; CCRF-Adr cells, JC-1 efflux, flow cytometry; inhibition, % at 6.6 µM; 190,000 compounds, 0.067% hits; in the data active means inhibition above about 40%;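 further: 0% = vehicle and 100% = reference inhibitor; higher value means more JC-1 retained so stronger ABCB1 efflux block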
Target sequence (P08183 whole entry, looked up): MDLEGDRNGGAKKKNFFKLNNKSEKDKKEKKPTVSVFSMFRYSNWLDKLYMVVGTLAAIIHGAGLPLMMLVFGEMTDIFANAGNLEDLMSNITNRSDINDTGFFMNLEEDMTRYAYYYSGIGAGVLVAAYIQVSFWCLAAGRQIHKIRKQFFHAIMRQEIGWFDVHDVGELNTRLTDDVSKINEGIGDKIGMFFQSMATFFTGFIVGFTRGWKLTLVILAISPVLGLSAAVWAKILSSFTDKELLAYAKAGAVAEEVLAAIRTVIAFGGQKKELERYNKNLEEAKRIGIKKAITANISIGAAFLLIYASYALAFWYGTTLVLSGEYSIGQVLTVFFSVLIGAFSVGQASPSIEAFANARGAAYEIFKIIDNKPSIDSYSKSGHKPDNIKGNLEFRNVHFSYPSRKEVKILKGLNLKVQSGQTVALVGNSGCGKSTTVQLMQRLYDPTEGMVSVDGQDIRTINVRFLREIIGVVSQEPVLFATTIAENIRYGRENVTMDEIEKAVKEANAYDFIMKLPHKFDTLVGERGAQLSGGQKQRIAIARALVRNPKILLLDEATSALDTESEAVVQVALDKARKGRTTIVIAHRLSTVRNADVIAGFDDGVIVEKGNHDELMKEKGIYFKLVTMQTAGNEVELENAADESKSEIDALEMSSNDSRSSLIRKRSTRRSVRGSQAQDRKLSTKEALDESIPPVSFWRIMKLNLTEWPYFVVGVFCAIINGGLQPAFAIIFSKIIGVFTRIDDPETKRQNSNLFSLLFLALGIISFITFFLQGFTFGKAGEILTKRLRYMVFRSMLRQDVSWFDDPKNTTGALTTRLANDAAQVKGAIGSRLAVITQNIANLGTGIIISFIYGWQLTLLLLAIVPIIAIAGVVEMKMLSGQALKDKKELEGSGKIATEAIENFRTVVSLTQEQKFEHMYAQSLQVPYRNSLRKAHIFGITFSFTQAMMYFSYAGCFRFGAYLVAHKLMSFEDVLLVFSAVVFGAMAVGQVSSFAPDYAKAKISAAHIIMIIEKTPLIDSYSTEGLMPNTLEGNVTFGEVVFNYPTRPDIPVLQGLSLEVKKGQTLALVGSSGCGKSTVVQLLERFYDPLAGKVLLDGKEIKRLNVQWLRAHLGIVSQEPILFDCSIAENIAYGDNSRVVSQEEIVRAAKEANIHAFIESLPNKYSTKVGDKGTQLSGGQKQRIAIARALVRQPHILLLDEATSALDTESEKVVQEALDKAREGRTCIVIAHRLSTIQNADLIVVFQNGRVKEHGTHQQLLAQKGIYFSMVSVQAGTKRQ
Pf gamet viab: kills late stage P. falciparum gametocytes. P. falciparum stage V gametocytes, ATP luminescence, 24 h. inhibition, % at 10.9 µM. 150,000 compounds, 0.065% hits. AID 743093;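 active means inhibition above the mean plus 3 SD of compounds within the control limits, set per campaign, cut at about 38% in these data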;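 further: 0% = DMSO wells and 100% = medium only without gametocytes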
Mcl1-Noxa inh: Mcl-1/Noxa interaction inhibition; Q07820; TR-FRET Mcl-1/Noxa peptide binding, 2 h; inhibition, % at 21.7 µM; 220,000 compounds, 1.5% hits; AID 1022;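 active means compounds that cut the protein-peptide binding signal by more than 50% relative to plate controls in a single-dose test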;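 further: His-tagged Mcl-1 with rhodamine Noxa BH3 peptide and terbium anti-His antibody; 0% = Mcl-1 plus Noxa peptide wells and 100% = peptide-only wells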
Mcl1-Bid inh: disrupts binding of human Mcl-1 to Bid peptide; inhibition, % at 21.7 µM; Q07820; AID 1021; 220,000 compounds, 0.97% hits; TR-FRET Mcl-1/Bid-Dy647 peptide binding, 1536-well;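 active means compounds that cut the binding signal by more than half at the single screening dose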;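 further: His-tagged Mcl-1 with europium anti-His antibody binding Bid BH3 peptide; 0% = Mcl-1 plus peptide wells and 100% = peptide-only wells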
Avidin fluor: avidin bead compound fluorescence profile; Avidin beads, compound fluorescence 488/530 nm, flow cytometry; active compounds read high; fluorescence (KMESF) at 10 µM; 220,000 compounds, 0.38% hits; AID 1775; in the data active means fluorescence above about 47; further: inactives centre near 10
RGS4-Gao reg: human RGS4-Galphao interaction regulation. Multiplexed bead flow cytometry, RGS4-Galphao binding; actives lie on both sides. AID 1415. binding response (% of control), % at 10 µM. 220,000 compounds, 0.33% hits; in the data active means binding response below about 49% or above about 150%; inactive means in between;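 further: fluorescent Galphao activated with aluminum fluoride binding bead-coupled RGS4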
GSH fluor: compound fluoresces at 488/530 nm on GSH beads; GSH beads flow cytometry, compound fluorescence 488/530 nm; active compounds read high; fluorescence (KMESF) at 10 µM; 190,000 compounds, 0.25% hits; in the data active means fluorescence above about 89;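 further: glutathione beads carrying GST-tagged Bcl family fusion proteins plus one bare bead set; values are compound well signal with DMSO vehicle wells as background; inactives centre near 16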
RGS7-Gao reg: regulators of human RGS7-Galphao interaction. 220,000 compounds, 0.35% hits. binding response (% of control), % at 10 µM. Multiplexed bead flow cytometry, RGS7-Galphao binding; actives lie on both sides. P09471; in the data active means binding response below about 49% or above about 150%; inconclusive means no clear call, values can overlap the other calls; inactive means in between;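 further: fluorescent Galphao held in activated GDP-AlF4 state binding bead-coupled RGS7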
ABCG2 block: human ABCG2 inhibition, ABCB1 as counter-screen; 190,000 compounds, 0.1% hits; IgMXP3 cells, JC-1 efflux, flow cytometry; AID 1325; inhibition, % at 6.6 µM;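 active means inhibition above 80%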;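 further: 0% = DMSO and 100% = nicardipine control wells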
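Test system: IgMXP3 (ABCG2) plus far-red-tagged CCRF-Adr (ABCB1) cells / Amount: 3 million cells/mL in well / Reagent: JC-1 transporter substrate / Timing: 10 min compound exposure, 25 °C / Signal: flow cytometry, 530 nm JC-1 signal / Read-out: percent efflux inhibition, scaled nicardipine 100% to DMSO 0% / Benchmarks: nicardipine as high control, DMSO as low control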
RGS8-Gao reg: regulators of human RGS8-Galphao interaction | response (percent of control binding), % at 10 µM | 220,000 compounds, 0.34% hits | AID 1423 | multiplexed bead flow cytometry, RGS8-Galphao binding; actives lie on both sides | P09471; in the data active means response below about 60% or above about 140%; inactive means in between;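 further: Galphao activated as the GDP aluminium fluoride complex binding bead-coupled RGS8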
* = called active by the depositor.

`O=C(Nc1ccccc1[N+](=O)[O-])c1cncc(Br)c1` gave Mcl-1 Bim block -4, ABCB1 block -0.9, Pf gamet viab 21, Mcl1-Noxa inh -4, Mcl1-Bid inh -11, Avidin fluor 9, RGS4-Gao reg 97, GSH fluor 13, RGS7-Gao reg 98, ABCG2 block 41 and RGS8-Gao reg 100.
For O=C(Cn1cnc2ccccc2c1=O)NCc1ccco1 the results were Mcl-1 Bim block 4, ABCB1 block 0.2, Mcl1-Noxa inh -11, Mcl1-Bid inh -9, Avidin fluor 15, RGS4-Gao reg 103, GSH fluor 26, RGS7-Gao reg 102, ABCG2 block 0 and RGS8-Gao reg 103.
Nc1nc(Br)c2c(F)cccc2c1-c1ccccc1 was read as Mcl-1 Bim block -2, ABCB1 block 0.1, Mcl1-Noxa inh 12, Mcl1-Bid inh -139, Avidin fluor 11, RGS4-Gao reg 101, GSH fluor 41, RGS7-Gao reg 102, ABCG2 block 0 and RGS8-Gao reg 102.
`Cc1c(NC(=O)/C(C#N)=C/c2ccc(-c3cccc(Cl)c3)o2)c(=O)n(-c2ccccc2)n1C` gave Mcl-1 Bim block 0, ABCB1 block 1.6, Pf gamet viab 26, Mcl1-Noxa inh 24, Mcl1-Bid inh -10, Avidin fluor 4, RGS4-Gao reg 97, GSH fluor 7, RGS7-Gao reg 97, ABCG2 block 2 and RGS8-Gao reg 103.
Screening COc1ccccc1NS(=O)(=O)/C=C/c1ccccc1 returned Mcl-1 Bim block -1, ABCB1 block 0.0, Pf gamet viab 21, Mcl1-Noxa inh 7, Mcl1-Bid inh -12, Avidin fluor 15, RGS4-Gao reg 103, GSH fluor 10, RGS7-Gao reg 100, ABCG2 block 1 and RGS8-Gao reg 106.
`COc1ccc(NC(=O)COC(=O)CCNS(=O)(=O)c2ccccc2)cc1OC` gave Mcl-1 Bim block -1, ABCB1 block 0.2, Pf gamet viab 7, Mcl1-Noxa inh -1, Mcl1-Bid inh -30, Avidin fluor 7, RGS4-Gao reg 101, GSH fluor 15, RGS7-Gao reg inconclusive, ABCG2 block 1 and RGS8-Gao reg 101.
Screening O=c1[nH]c(CSc2nnc(-c3cccnc3)n2C2CCCCC2)nc2ccccc12 returned Mcl-1 Bim block 1, ABCB1 block 0.1, Mcl1-Noxa inh -3, Mcl1-Bid inh -19, Avidin fluor 7, RGS4-Gao reg 98, GSH fluor 13, RGS7-Gao reg 97, ABCG2 block 1 and RGS8-Gao reg 98.
CCc1ccc2oc(=O)cc(CN3CCOCC3)c2c1 was read as Mcl-1 Bim block 0, ABCB1 block -0.9, Mcl1-Noxa inh 9, Mcl1-Bid inh -28, Avidin fluor 9, RGS4-Gao reg 91, GSH fluor 44, RGS7-Gao reg 98, ABCG2 block 1 and RGS8-Gao reg 99.
CCOC(=O)C(=O)N1CCC(C(=O)OC)CC1 was read as Mcl-1 Bim block 2, ABCB1 block -0.2, Pf gamet viab -5, Mcl1-Noxa inh -2, Mcl1-Bid inh -33, Avidin fluor 9, RGS4-Gao reg 103, GSH fluor 21, RGS7-Gao reg 104, ABCG2 block 1 and RGS8-Gao reg 104.
Screening COc1ccc(S(=O)(=O)N2CCN(C)CC2)cc1C returned Mcl-1 Bim block 0, ABCB1 block 0.5, Mcl1-Noxa inh -6, Mcl1-Bid inh -21, Avidin fluor 8, RGS4-Gao reg 98, GSH fluor 22, RGS7-Gao reg 97, ABCG2 block 2 and RGS8-Gao reg 102.
Screening CCN(CC)CC(=O)Nc1cc(N(C)C)nc2ccccc12 returned Pf gamet viab 12, Mcl1-Noxa inh 48, Mcl1-Bid inh 37, Avidin fluor 4, RGS4-Gao reg 100, RGS7-Gao reg inconclusive and RGS8-Gao reg 101.
CC1CCCC(NC(=O)CCC(=O)c2ccc(F)cc2)C1C (centres undefined) was read as Pf gamet viab -36, Mcl1-Noxa inh -5, Mcl1-Bid inh 1, Avidin fluor 8, RGS4-Gao reg 104, RGS7-Gao reg inconclusive and RGS8-Gao reg 103.
`CC1(C)Cc2c(c(=S)nc(-c3ccccc3)n2CCCN2CCOCC2)CO1` gave Mcl-1 Bim block -6, ABCB1 block -0.8, Mcl1-Noxa inh 14, Mcl1-Bid inh 4, Avidin fluor 13, RGS4-Gao reg 104, GSH fluor 23, RGS7-Gao reg 106, ABCG2 block -1 and RGS8-Gao reg 104.
Screening O=c1[nH]c(CN2CCN(c3ccccc3Cl)CC2)nc2ccsc12 returned Mcl-1 Bim block 1, ABCB1 block 0.3, Mcl1-Noxa inh -2, Mcl1-Bid inh -16, Avidin fluor 7, RGS4-Gao reg 101, GSH fluor 49, RGS7-Gao reg 101, ABCG2 block 1 and RGS8-Gao reg 103.
Screening Cc1ccc(NC(=O)c2ccncc2)cc1S(=O)(=O)N(C)C returned Mcl-1 Bim block 0, ABCB1 block -0.1, Pf gamet viab 11, Mcl1-Noxa inh 2, Mcl1-Bid inh -1, Avidin fluor 12, RGS4-Gao reg 103, GSH fluor 12, RGS7-Gao reg 101, ABCG2 block 0 and RGS8-Gao reg 102.
For C#CCOCCOCCOCCNc1nc(N2CCN(C(=O)[C@H](CCC(=O)O)n3cc(C(N)CC(C)C)nn3)CC2)nc(N2CCN(C(=O)[C@H](Cc3ccc(O)cc3)n3cc(C(N)CC(C)C)nn3)CC2)n1 (some centres undefined) the results were Mcl-1 Bim block 0, ABCB1 block 0.2, Mcl1-Noxa inh 32, Mcl1-Bid inh 59*, Avidin fluor 7, RGS4-Gao reg 107, GSH fluor 20, RGS7-Gao reg 108, ABCG2 block 0 and RGS8-Gao reg 106.
For Cc1ccc(C2CC(=O)c3cnc(N4CCc5ccccc5C4)nc3C2)cc1 (centres undefined) the results were Mcl-1 Bim block 0, ABCB1 block -0.1, Pf gamet viab -16, Mcl1-Noxa inh 0, Mcl1-Bid inh 8, Avidin fluor 8, RGS4-Gao reg 98, GSH fluor 20, RGS7-Gao reg 97, ABCG2 block 0 and RGS8-Gao reg 99.
`Cn1c(CN2CCCC2)c(C#N)c2ccccc21` gave Mcl-1 Bim block -2, ABCB1 block 0.1, Mcl1-Noxa inh 0, Mcl1-Bid inh -18, Avidin fluor 6, RGS4-Gao reg 96, GSH fluor 20, RGS7-Gao reg 98, ABCG2 block 1 and RGS8-Gao reg 107.
Screening C[C@]1(C(=O)NCCCNc2ncc(C(F)(F)F)cc2Cl)C=C[C@@H](Cc2ccccc2)N1C(=O)c1ccccc1 returned Mcl-1 Bim block 0, ABCB1 block 2.5, Mcl1-Noxa inh 0, Mcl1-Bid inh 0, Avidin fluor 10, RGS4-Gao reg 101, GSH fluor 17, RGS7-Gao reg 102, ABCG2 block 5 and RGS8-Gao reg 102.
Screening O=Cc1ccc(-n2nncc2-c2ccc([N+](=O)[O-])cc2)cc1 returned Mcl-1 Bim block -2, ABCB1 block 0.7, Pf gamet viab -38, Mcl1-Noxa inh 2, Mcl1-Bid inh 16, Avidin fluor 7, RGS4-Gao reg 97, GSH fluor 24, RGS7-Gao reg 97, ABCG2 block 4 and RGS8-Gao reg 92.
O=C(/C=C/c1cccs1)c1cc(Br)ccc1OC(=O)N1CCOCC1 was read as Mcl-1 Bim block -4, ABCB1 block 1.1, Pf gamet viab 4, Mcl1-Noxa inh 12, Mcl1-Bid inh 2, Avidin fluor 6, RGS4-Gao reg 101, GSH fluor 24, RGS7-Gao reg 99, ABCG2 block 12 and RGS8-Gao reg 100.
`O=[N+]([O-])c1cccc(CSc2ncnc3ccccc23)c1` gave Mcl-1 Bim block 0, ABCB1 block 0.9, Mcl1-Noxa inh 1, Mcl1-Bid inh 3, Avidin fluor 11, RGS4-Gao reg 100, GSH fluor 13, RGS7-Gao reg inconclusive, ABCG2 block 5 and RGS8-Gao reg 103.
COc1ccc(C(C)NC(=O)c2ccccc2Br)cc1OC (centres undefined) was read as Mcl-1 Bim block -1, ABCB1 block -0.4, Pf gamet viab 11, Mcl1-Noxa inh 8, Mcl1-Bid inh -10, Avidin fluor 8, RGS4-Gao reg 100, GSH fluor 9, RGS7-Gao reg 96, ABCG2 block -2 and RGS8-Gao reg 100.
CCOc1ccc2[nH]c(=O)c(=O)[nH]c2c1 was read as Mcl-1 Bim block -3, ABCB1 block 0.1, Pf gamet viab 17, Mcl1-Noxa inh 25, Mcl1-Bid inh -11, Avidin fluor 13, RGS4-Gao reg 94, GSH fluor 23, RGS7-Gao reg 93, ABCG2 block 1 and RGS8-Gao reg 97.
O=S1(=O)CCC(SCc2nc3sccn3c2Br)C1 (centres undefined) was read as Mcl-1 Bim block 0, ABCB1 block 0.2, Mcl1-Noxa inh 12, Mcl1-Bid inh -6, Avidin fluor 36, RGS4-Gao reg 98, GSH fluor 15, RGS7-Gao reg 98, ABCG2 block 1 and RGS8-Gao reg 100.
N#Cc1ccc(NC(=O)c2cc(-c3cccs3)on2)cc1 was read as Mcl-1 Bim block 2, ABCB1 block 0.0, Pf gamet viab 15, Mcl1-Noxa inh -50, Mcl1-Bid inh 11, Avidin fluor 11, RGS4-Gao reg 100, GSH fluor 20, RGS7-Gao reg 100, ABCG2 block 0 and RGS8-Gao reg 101.
Screening CCCCCCCC[n+]1c(C)n(-c2ccccc2)c2ccc(NC(C)=O)cc21 returned Mcl-1 Bim block 1, ABCB1 block -0.2, Mcl1-Noxa inh 29, Mcl1-Bid inh -22, Avidin fluor 9, RGS4-Gao reg 99, GSH fluor 13, RGS7-Gao reg inconclusive, ABCG2 block 0 and RGS8-Gao reg 99.
Screening CN(Cc1ccccc1)S(=O)(=O)c1ccc(NS(C)(=O)=O)cc1 returned Mcl-1 Bim block 0, ABCB1 block 0.5, Mcl1-Noxa inh 2, Mcl1-Bid inh -3, Avidin fluor 17, RGS4-Gao reg 99, GSH fluor 22, RGS7-Gao reg 100, ABCG2 block 2 and RGS8-Gao reg 99.
For O=C(CSc1nnc(COc2cccc3cccnc23)o1)c1ccc(F)cc1 the results were Mcl-1 Bim block 1, ABCB1 block 0.2, Pf gamet viab 8, Mcl1-Noxa inh -3, Mcl1-Bid inh -9, Avidin fluor 7, RGS4-Gao reg 103, GSH fluor 13, RGS7-Gao reg 102, ABCG2 block 2 and RGS8-Gao reg 98.
Screening CCS(=O)(=O)N1Cc2ccccc2CC1C(=O)Nc1ccc(NC(C)=O)cc1 (centres undefined) returned Mcl-1 Bim block -5, ABCB1 block 0.7, Mcl1-Noxa inh 41, Mcl1-Bid inh -2, Avidin fluor 19, RGS4-Gao reg 99, GSH fluor 34, RGS7-Gao reg 101, ABCG2 block 10 and RGS8-Gao reg 105.
